Pf Dd2 inh – Plasmodium falciparum Dd2 growth inhibition. P. falciparum Dd2 growth, SYBR Green, 72 h. Potency, µM (titrated, usually from 28.9 µM), inactives show top-dose activity, negative = inhibition, most hits filed as inhibitors. 120,000 compounds, 4.3% hits. AID 1347417; active means well fitted inhibition curve with a large enough effect; inconclusive means small, poorly fitted or top-dose-only effect; inactive means no such curve, though single readings can be large or run the other way;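 further: plate controls were DMSO vehicle for no effect and reference drug for full effect; nearly all actives have a fitted effect of over 65% in size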
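Readout: SYBR Green fluorescence, 485 nm excitation, 535 nm emission, after ~16 h lysis at 37C. Before that, Dd2-infected red cells (2.5% hematocrit) grew 72 h with compound, 29 uM top final concentration.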
* hit, by the source's call; i = inactive; ? = inconclusive; & = joins results of further samples; [ ] = dose if it differs, or a comment. Potency means the concentration at half of the fitted maximal effect. This is a subset; the hit share may differ from the screen's.

Start of the data: the first 2 compounds as a preview:
SMILES | Pf Dd2 inh
c1ccc(CN2CCNc3cnc(Nc4ccncn4)cc3C2)cc1 | 1%[44.1 µM]
COc1ccc(Cl)cc1C(=O)N1C[C@@H](CO)[C@H](c2nc(C)no2)C1 | 20%

This part in full, previewed entries included:
SMILES | Pf Dd2 inh
c1ccc(CN2CCNc3cnc(Nc4ccncn4)cc3C2)cc1 | 1%[44.1 µM]
COc1ccc(Cl)cc1C(=O)N1C[C@@H](CO)[C@H](c2nc(C)no2)C1 | 20%
CCOC(=O)CSc1nc2cc3c(cc2c(=O)n1CCCC(=O)NCc1ccc2c(c1)OCO2)OCO3 | 20%
CCc1nnc([C@@H]2CC(F)(F)CN2C(=O)c2occc2C)o1 | i
Cc1nccn1-c1ccc(CNC(=O)C(c2ccc(F)cc2)N(C)C)cc1 (stereo not drawn) | ?
FC(F)(F)c1ccc2c(c1)nc1n2[C@@H](CNC2CCC2)COC1 | ?
CCN1C(=O)c2ccccc2S(=O)(=O)c2ccc(C(=O)NCc3ccccc3OC)cc21 | ?
C=CCOC(=O)Nc1nc2c(s1)C[C@@H]1[C@](C)(CO)[C@H](O)CC[C@@]1(C)[C@@H]2CC(=O)NC1CCCCC1 | ?
COC[C@@H]1CN(c2ncccn2)C[C@H]1C(=O)Nc1ccc(OC)nc1 | 14%
COC(=O)C1=C(C)N=C2SC=C(CC(=O)NCc3ccccc3)N2C1c1ccccc1C (stereo not drawn) | ?
CCCS(=O)(=O)c1c(S(=O)(=O)CCC)c2cc(C(C)(C)C)ccn2c1C(=O)c1ccccc1 | 2.5µM*
Cc1noc(C)c1-c1cc2cc(CN(C)C)oc2c(Nc2ccn(C)n2)n1 | i
O=C(Cn1c(=O)nc(-c2ccccc2)c2ccccc21)N1CCN(c2ccc(F)cc2)CC1 | 68%[activator]
COCCNC(=O)CN1CN(c2ccccc2)C2(CCN(C(=O)C3CCCCC3)CC2)C1=O | -21%
Cc1ccc(CSc2nnc3[nH]c(=O)cc(-c4ccccc4)n23)cc1 | i
CCOC(=O)c1c(NC(=O)/C=C/c2ccc(OCC)cc2)sc2c1CCC2 | ?
CNC(=O)[C@@H]1CN(C(=O)CCc2ccccc2OC)C[C@H]1COC | 4%
COc1ccc(Cn2c(=O)n(-c3ccc(OC)cc3)c(=O)c3c2c2cc(OC)ccc2n3C)cc1 | -24%
O=C(Cn1c(-c2cccs2)cc2ccccc21)N1CCN(c2ccccc2F)CC1 | ?
COc1cccc(C(=O)N2CCC(N3C(=O)CCC3C(=O)NCc3ccccc3)CC2)c1C (stereo not drawn) | -5%
CS(=O)(=O)N1CCc2[nH]cnc2C12CCN(C(=O)C1CCCC1)CC2 | 8%
Cn1c(=O)n(C)c2cc(CNCCc3ccccc3)ccc21 | ?
Cc1ccc(C)c(S(=O)(=O)N2CCCN(C)c3ccccc32)c1 | ?
COC[C@@H]1CN(C(=O)c2cc(C3CC3)[nH]n2)C[C@H]1c1nc(C2CC2)no1 | -18%
Cc1ccc(C(=O)N2CCC(n3cc(-c4nc(C(C)C)no4)nn3)CC2)s1 | ?
COc1ccc2sc(N(Cc3cccnc3)C(=O)CCc3ccccc3)nc2c1 | -7%
Cc1nn2c(c1-c1ccnn1C(C)C)N(Cc1ccc3c(c1)CCO3)CCC2 | -19%[44.1 µM]
COCC1CN(C(C)=O)CC12CCN(C(=O)c1cccc(Cl)c1)CC2 (stereo not drawn) | -18%
Oc1ccccc1CN1C[C@H](O)C[C@H]1c1nc(-c2ccccc2)no1 | ?
Cc1ccc(C(=O)N2CCN(c3ccc(F)cc3)CC2)cc1NC(=O)c1nsc2ccccc12 | -5%
COCC(=O)N[C@H]1C[C@H]2C(=O)NC[C@@H](CCC(=O)NCc3ccccc3)N2C1 | -4%[44.1 µM]
CS(=O)(=O)N1CCC2(CC1)CC(CC(=O)NCCCn1cccn1)CCO2 (stereo not drawn) | 45%[activator]
CC(C(=O)Nc1ccc(OC(F)(F)F)cc1)N1Cc2ccccc2C1=O (stereo not drawn) | i
Cc1nc2ccc(S(=O)(=O)NC(C(=O)NCc3ccc(Cl)cc3)C(C)C)cc2s1 (stereo not drawn) | -4%
COc1cccc(-c2ncc3c(n2)OCCN(CC2CC2)C3=O)c1OC | i
COc1ccc(-c2nc3c(c(=O)[nH]2)CCN(C(=O)c2ccccc2OC(F)(F)F)C3)cc1 | ?
COC(=O)C1=C(C)N(Cc2cccc([N+](=O)[O-])c2)C(=O)CC1c1ccccc1Cl (stereo not drawn) | 8%
Cc1noc(-c2ccc(C(C)(C)C)cc2)c1C(=O)NCc1cc(F)cc(F)c1 | 10µM*
COc1nc2nc(CC3CC3)n(C)c2cc1-c1ccc(N2CCOCC2)cc1 | ?
COc1cccc(C2=NN(C(C)=O)C(c3cn(-c4ccccc4)nc3-c3cccs3)C2)c1 (stereo not drawn) | 13%
Cc1ccc(NC(=O)C2CC(=O)N(c3n[nH]c4cccc(F)c34)C2)c(C)c1 (stereo not drawn) | 12%
Cc1ccc(C(=O)N2CCC3(CC2)CC(N(C(=O)c2ccccc2)C2CC2)CCO3)cn1 (stereo not drawn) | i
O=C(Nc1ccc(-c2cccc(F)c2)cc1)C1CCCN1Cc1cnc[nH]1 (stereo not drawn) | -14%
O=C(Nc1ccccc1F)c1ccc(Cn2nc(N3CCN(c4ccccc4)CC3)ccc2=O)o1 | ?
COCc1ccc2c(c1)c(OC(C)(C)C(=O)NCC1CCOCC1)nn2Cc1ccccc1 | -26%
CC1CCN(Cc2nnnn2CC(=O)N(C)Cc2ccccn2)CC1 | -22%
O=C(NC1C[C@H]2CC[C@@H](C1)N2C(=O)Cc1ccc(Cl)cc1)c1ccncc1 (stereo partly drawn) | ?
CC(C)N1C[C@H](O)C[C@H]1c1nnc2n1CCN(C(=O)c1ccsc1)C2 | 30%
CC(C)NC(=O)N1CCCCCNC(=O)CC1c1ccccc1 (stereo not drawn) | -20%
Cn1nc(C2CCN(C(=O)c3ccc4ncccc4c3)CC2)c2c1CCOC2 | i[5.79 µM]
O=[N+]([O-])c1cc(-c2nc(-c3ccccc3)no2)ccc1N1CCCCC1 | -12%
CCn1ccc(C(=O)N2CCC(N3C[C@H](O)C[C@H]3C(=O)NCc3cccc(OC)c3)CC2)n1 | i
CCn1c(CC2CCN(Cc3cccc(C(=O)OC)n3)CC2)n[nH]c1=O | -14%
CC(=O)NCC(=O)N1CCC(Oc2ccccc2-c2nc(C3CC3)no2)C1 (stereo not drawn) | 26%
O=C(NC1CC1)[C@@H]1CN(Cc2cc(F)c(F)cc2F)C[C@H]1CO | -22%
COc1cc(NC(=O)Cn2c(C)cc(C)c(C#N)c2=O)cc(OC)c1 | 365%[activator][5.79 µM]
c1cc(CN2C[C@H](c3ccc4c(c3)OCO4)[C@@H]3[C@H]2C2CCN3CC2)ccn1 | -15%
Cc1ccc(-c2ccc3nnc(CNC(=O)c4ccc(Cl)s4)n3n2)cc1 | i
CC(C)CNC(=O)N1C[C@@H]2CCCN3CCC[C@@H]([C@H]23)[C@H]1CCCC(=O)NCC1CC1 | -25%
COC[C@@H]1CN(C(=O)COc2ccc(F)cc2)C[C@H]1c1ccccn1 | -17%

Next part.
SMILES | Pf Dd2 inh
CNC(=O)c1cc[nH]c1C1CCCN(C(=O)c2cscn2)C1 (stereo not drawn) | 34%
CCOCCOC1CCN(S(=O)(=O)Cc2ccccc2F)CC1 | 17%
CC(C)C1=NOC2(CCN(Cc3c[nH]c4ccccc34)CC2)C1 | -6%
Cc1cc2nc3n(c(=O)c2n1CC(=O)N1CCCc2ccccc21)CCCCC3 | -9%
O=C(O)C[C@@H]1CCN(C(=O)C(=O)O)C[C@@H]1CC1=NCCc2ccccc21 | 36%[activator][44.1 µM]
Cc1cccc(OCC(=O)N2CCC(Cc3nc(-c4cnccn4)no3)CC2)c1 | i
O=C(O)c1cccc2c1CCN2S(=O)(=O)c1ccccc1 | 2%
Cc1cc(NC(=O)C2CCN(C(=O)c3ncn4c3COC(c3ccc(F)cc3)C4)CC2)ccc1Cl (stereo not drawn) | i
Cn1ccc2c(C(=O)N3CCCC(c4ccc(C(=O)O)cc4)C3)cccc21 (stereo not drawn) | 3%
COc1cc(CCC(=O)NC2CCc3nnc(C4CC4)n3CC2)on1 (stereo not drawn) | i
COc1ccc(NC(=O)c2ccco2)cc1NC(=O)c1cc(OC)c(OC)c(OC)c1 | i
CC(C)N1C[C@H](O)C[C@H]1c1nnc2n1CCN(C(=O)CC1CCCC1)CC2 | -17%
O=C(c1ccccc1)N1CCCC2(C1)C(=NC1CCCC1)NC(=O)N2c1cc(F)cc(F)c1 (stereo not drawn) | -24%&-1%
Cc1noc(C)c1[S+](=O)([O-])N1CCC(c2nn(C)c(=O)[nH]2)CC1 | 6%
CCc1sc(Nc2cccc(C)c2C)nc1-c1cc2cccc(OC)c2oc1=O | ?
CCOc1ccccc1C1NC(=O)N(CC(=O)Nc2ccc(C)cc2C)C2=C1C(=O)OC2 (stereo not drawn) | i
COc1ccc(C(=O)NCC2Cn3cccc3C(=O)N2Cc2ccccc2)cc1 (stereo not drawn) | i
CCCN(CCC)CCNC(=O)C1CCN(c2nc3ccc(CC)cc3s2)CC1 | 7.1µM*
Cc1noc(-c2ccccc2Cl)c1C(=O)NCc1cc(F)cc(F)c1 | ?
COc1ccc2oc(-c3ccc(C)c(NC(=O)c4ccc(-c5ccccc5[N+](=O)[O-])o4)c3)nc2c1 | -2%

Compounds listed so far with an aryl thioether with sulfur outside any ring, in the order listed:
SMILES | Pf Dd2 inh
CCOC(=O)CSc1nc2cc3c(cc2c(=O)n1CCCC(=O)NCc1ccc2c(c1)OCO2)OCO3 | 20%
Cc1ccc(CSc2nnc3[nH]c(=O)cc(-c4ccccc4)n23)cc1 | i

Further compounds
SMILES | Pf Dd2 inh
CCN(Cc1ccncc1)C(=O)CCC[C@@H]1[C@H]2CCCN3CCC[C@@H](CN1C(C)=O)[C@@H]23 | -16%
COc1ccc(OC)c(CCNC(=O)c2cc3c(=O)oc4ccc(C)cc4c3s2)c1 | 32%[activator]
CNC(=O)[C@@H](c1ccccc1OC)N1CCC[C@H]1C(=O)N1CC[C@@H](O)C1 | 0%[44.1 µM]
CC(C)c1ccc(NC(=O)c2cc(S(=O)(=O)NCCc3ccccc3)ccc2F)cc1 | ?
Cc1cccc(NC(=O)c2ccc(CN3C(=O)NC4(CCOCC4)C3=O)cc2)c1 | i
COc1cccc(NC(=O)N[C@H]2CCN(C(=O)CC(C)(C)C)[C@@H]2C(=O)N[C@@H](CCCNC(=O)CC(C)(C)C)C(N)=O)c1 | 6%
CCN(CC)S(=O)(=O)c1cccc(C(=O)Nc2ccccc2C(=O)Nc2ccc(Cl)cc2)c1 | 10µM*
CC(=O)N1CCC(NC2(Cc3cc(CN(C)C)on3)COC2)CC1 | 15%[44.1 µM]
CC1(COc2cccnc2)COc2ccc(C(=O)NCc3cccs3)cc2N1 (stereo not drawn) | -15%[44.1 µM]
CN(Cc1ccccc1)C(=O)[C@H]1CCC[C@H]1NC(=O)c1ccncc1 | -19%
COc1ccc(C(=O)N2CCC3(CC2)OC(=O)N(Cc2ccc(O)cc2)C3(C)c2ccccc2)cc1 (stereo not drawn) | ?
COc1ccc(-c2nc3cc(C)ccc3cc2CN2CCC(N(C)C)C2)cc1 (stereo not drawn) | ?
CC(C)N1C(=O)C2(CCCCC2)C1C(=O)N1CCN(c2ccccn2)CC1 (stereo not drawn) | i
Cc1cc(-c2ccc(C)c(S(=O)(=O)Nc3cccc(C#N)c3)c2)on1 | i
Cc1ccsc1C(=O)N1CCCC1c1noc(COc2ccc(F)cc2)n1 (stereo not drawn) | ?
COCCn1ncc(N2CCC(NC(=O)CC3CCCC3)CC2)cc1=O | 11%
O=C(Nc1cccc(Br)c1)c1cc(S(=O)(=O)N2CCCCC2)c[nH]1 | 1%
COCCN1CCNc2cc(Nc3ccc(N4CCOCC4)cc3)ncc2C1 | -20%[44.1 µM]
COc1ccccc1OCc1cc(C(=O)NC[C@H]2C[C@H]3C=C[C@H]2C32CC2)n[nH]1 | ?
CCc1noc([C@@H]2CC(F)(F)CN2C(=O)Cc2cccnc2)n1 | 14%

A few values from the entries so far:
Pf Dd2 inh result of `CN(Cc1ccccc1)C(=O)[C@H]1CCC[C@H]1NC(=O)c1ccncc1` : -19%
Pf Dd2 inh result of `CNC(=O)[C@@H](c1ccccc1OC)N1CCC[C@H]1C(=O)N1CC[C@@H](O)C1` : 0%[44.1 µM]
Pf Dd2 inh result of `CCN(CC)S(=O)(=O)c1cccc(C(=O)Nc2ccccc2C(=O)Nc2ccc(Cl)cc2)c1` : 10µM*

New compounds follow
SMILES | Pf Dd2 inh
Cc1noc(-c2ccccc2OC2CCN(S(C)(=O)=O)C2)n1 (stereo not drawn) | 1%
CCc1ccc(NC(=O)Cn2nnc(C(=O)Nc3ccc(F)cc3)c2N)cc1 | 15%
O=C(c1cccc(Cl)c1)N1Cc2ccccc2CC2(CCCN2Cc2ccncc2)C1 (stereo not drawn) | ?
O=C(c1cc2cn(C3CC3)cc2s1)N1CCc2ccccc2C1 | ?
COC(=O)c1ccc2nc(CO[C@H]3CN(Cc4ccc5c(c4)OCO5)C[C@H]3F)[nH]c2c1 | 8.9µM*
CC(=O)Nc1ccc(CN2CCC3(C2)C(=O)N(c2ccccc2)c2ccccc23)cc1 (stereo not drawn) | ?

Of the compounds above, these have a nitro group on carbon:
SMILES | Pf Dd2 inh
COC(=O)C1=C(C)N(Cc2cccc([N+](=O)[O-])c2)C(=O)CC1c1ccccc1Cl (stereo not drawn) | 8%
O=[N+]([O-])c1cc(-c2nc(-c3ccccc3)no2)ccc1N1CCCCC1 | -12%
COc1ccc2oc(-c3ccc(C)c(NC(=O)c4ccc(-c5ccccc5[N+](=O)[O-])o4)c3)nc2c1 | -2%

From PubChem BioAssay
